OX1R antag-1: OX1R (HCRTR1) antagonists, primary screen, fluorescence, CHO/OX1R cells, Fluo-8 calcium, orexin A. Orexin/Hypocretin receptor type 1 (Homo sapiens), O43613. Fluo-8 calcium fluorescence. inhibition, % at 5 µM. 330,000 compounds, 0.43% hits. AID 434989, 2010;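 active = inhibition above its plate's threshold, mean inhibition of all tested compounds on the plate plus 3 SD, cut at about 37% in these data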;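 note: 0% = orexin A challenge wells and 100% = SB-334867-A antagonist wells; not every result past the cut was called active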
Target sequence (O43613 whole entry, looked up): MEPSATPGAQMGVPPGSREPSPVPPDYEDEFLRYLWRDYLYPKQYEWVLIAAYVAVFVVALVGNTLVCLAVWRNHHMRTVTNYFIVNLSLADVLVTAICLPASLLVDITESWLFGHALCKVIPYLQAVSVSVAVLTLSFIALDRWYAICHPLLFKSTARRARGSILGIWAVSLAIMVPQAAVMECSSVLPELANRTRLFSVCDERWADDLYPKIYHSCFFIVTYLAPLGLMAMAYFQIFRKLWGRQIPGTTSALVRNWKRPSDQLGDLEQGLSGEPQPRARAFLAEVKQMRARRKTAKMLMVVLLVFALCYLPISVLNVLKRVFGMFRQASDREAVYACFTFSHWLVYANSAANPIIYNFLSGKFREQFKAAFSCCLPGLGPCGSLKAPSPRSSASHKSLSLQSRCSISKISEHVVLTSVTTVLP
CHT allo act: CHT positive allosteric modulators, primary screen, cell-based, membrane potential dye, choline EC20; 310,000 compounds, 0.49% hits; High affinity choline transporter 1 (Homo sapiens), Q9GZV3; B-score at 10 µM; AID 488977, 2010; CHT-expressing cells; hits give high values; LV-AA mutant CHT in HEK293 cells;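 active = initial fluorescence not abnormally high and integrated response B-score, plate-corrected, over 3 SD above library mean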
Target sequence (Q9GZV3 whole entry, looked up): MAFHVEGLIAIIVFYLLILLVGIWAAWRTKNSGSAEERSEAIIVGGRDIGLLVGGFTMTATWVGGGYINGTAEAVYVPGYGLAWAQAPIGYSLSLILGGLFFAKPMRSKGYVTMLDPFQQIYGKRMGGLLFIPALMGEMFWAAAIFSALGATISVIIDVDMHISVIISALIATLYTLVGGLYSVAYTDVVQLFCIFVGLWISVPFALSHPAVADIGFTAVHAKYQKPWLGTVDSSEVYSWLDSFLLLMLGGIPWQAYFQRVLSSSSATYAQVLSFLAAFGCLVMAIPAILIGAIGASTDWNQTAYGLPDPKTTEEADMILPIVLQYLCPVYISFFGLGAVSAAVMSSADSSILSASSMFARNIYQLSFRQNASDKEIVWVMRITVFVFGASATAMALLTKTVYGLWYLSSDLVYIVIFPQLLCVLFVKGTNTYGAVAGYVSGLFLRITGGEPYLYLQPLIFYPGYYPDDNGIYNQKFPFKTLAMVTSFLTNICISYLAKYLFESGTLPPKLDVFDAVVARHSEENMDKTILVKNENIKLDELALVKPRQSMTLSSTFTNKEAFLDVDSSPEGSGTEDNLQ
OX1R antag-2: antagonists of human orexin 1 receptor (OX1R); Orexin/Hypocretin receptor type 1 (Homo sapiens), O43613; OX1R-expressing cells, FRET antagonist read-out; inhibition, % at 6.6 µM; 330,000 compounds, 1.8% hits; AID 485270, 2010; in the data active = inhibition mostly above about 38%, no sharp cut-off; inactive = mostly below about 40%;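 note: 0% = agonist challenge alone and 100% = reference antagonist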
* marks the source's active call; other numbers are inactive results; i = inactive; nt = no result given. An unsorted share of the library. About 2.5% of those tested had a hit in this group.

compound	OX1R antag-1	CHT allo act	OX1R antag-2
COc1ccc(NC(=O)CSCC(=O)N(C)Cc2ccc(Cl)c(Cl)c2)cc1	9	nt	13
Cc1noc(C)c1COc1ccc(C(=O)N2CCC(C)CC2)cc1	-15	nt	3
O=C(O)CC(CP(=O)(c1ccccc1)c1ccccc1)C(=O)O (centres undefined)	16	i	9
O=C(CCC(=O)Nc1ccccc1Cl)N/N=C/c1c[nH]c2ccccc12	0	i	22
O=C(CN1c2cccc3cccc(c23)S1(=O)=O)Nc1c(F)c(F)c(F)c(F)c1F	0	nt	2
O=C(c1cccc(Cl)c1)N1CCN(CCCc2ccccc2)CC1	-30	i	-1
CCn1ncc2c1C(=O)NC1c3ccccc3C(=O)N21 (centres undefined)	-12	i	26
COc1ccc(N)c2c1C(=O)c1ccccc1C2=O	8	7.4*	70*
CC(C)(C)SCCNC(=O)c1cccc([N+](=O)[O-])c1	-9	i	22
CC1=C(C(=O)OCC2CCCO2)C(c2coc3ccc(Cl)cc3c2=O)C2=C(CCCC2=O)N1 (centres undefined)	-26	i	11
O=C(Nc1cccc(S(=O)(=O)NC2=NCCC2)c1)c1cc(=O)[nH]c2ccccc12	-26	nt	1
CC(=O)N(C(C)=O)n1c(C)nc2sc3c(c2c1=O)CCCC3	-15	i	9
COc1ccc(NC(=O)c2sccc2C)cn1	-1	i	29
COCCCNc1oc(-c2cccs2)nc1S(=O)(=O)c1ccc(C)cc1	-10	i	16
c1ccc(Cn2nnc3c(NCC4CCCO4)ncnc32)cc1 (centres undefined)	4	i	8
COc1ccc(C2=C(c3ccc([N+](=O)[O-])cc3)C(=O)OC2)cc1	-8	i	47
Cc1ccc(Cl)cc1NC(=S)N(CCCN1CCN(C)CC1)Cc1cccs1	-13	i	10
CCc1ccccc1N(CC(=O)N1CCN(c2ccccc2)CC1)S(C)(=O)=O	-24	i	19
CC(=O)c1cn(CC(=O)Nc2ccccc2F)c2ccccc12	1	i	14
O=CNCC(=O)NCCc1ccc(Cl)cc1	-5	i	26
CCCN(CCC)CCNC(=O)c1cc2c(=O)n(C)c3ccccc3c2n1C	-15	i	10
O=C1CC(C(=O)N2CCc3ccccc32)CN1c1cccc(C(F)(F)F)c1 (centres undefined)	-11	nt	11
COc1ccc(CSc2nnnn2-c2ccc(O)cc2)cc1F	3	i	16
COc1ccc(Nc2nc(-c3sc(NC(C)=O)nc3C)cs2)cc1	6	i	7
COc1ccc(-c2cc(C(F)(F)F)nc(SCC(=O)N(C)Cc3cn(C)nc3C)n2)cc1OC	-31	i	13
COc1ccc(C(=O)O/N=C(\N)c2ccccn2)c(OC)c1	-20	i	-3
Cc1ccccc1N1C(=O)c2cccc3c(N(C)CCO)ccc(c23)C1=O	26	i	15
CSc1nsc(SCC(=O)Nc2nncs2)n1	-1	i	6
CCOC(=O)c1c(N)sc(=S)c2c1CCC2	-18	i	27
CCOc1ccc2[nH]c(=O)c(CN(Cc3nnnn3CCc3ccccc3)CC3CCCO3)cc2c1 (centres undefined)	-25	i	2
COc1ccc(N/C(=N\c2nc(C)cc(C)n2)NC(=O)C(C)C)cc1OC	-19	i	22
CC1CCN(S(=O)(=O)c2ccc(Br)s2)CC1	-3	i	7
CC(C)(C)OC(=O)C[C@@H]1C/C=C\C[C@H](CC(=O)N(CCO)Cc2ccccc2)C(=O)NC[C@H](c2ccccc2)OC1=O	-21	nt	4
COc1cc(/C=N/NC(=O)COc2ccc([N+](=O)[O-])cc2)ccc1OCC(=O)N1CCOCC1	-9	i	12
CCC(C(=O)NCCC1=CCCCC1)n1nc(C)c2c(C)n(-c3ccccc3)nc2c1=O (centres undefined)	-22	i	31
CC(=O)c1c(C)[nH]c(C(=O)OCC(=O)N2CCN(S(=O)(=O)c3ccc(C)cc3C)CC2)c1C	-23	i	17
CC(=O)OC(C(=O)NCc1ccc2c(c1)OCO2)c1ccccc1Cl (centres undefined)	-16	i	11
CCOC(=O)c1c(-c2ccccc2)csc1NC(=O)CCN1C(=O)c2ccccc2C1=O	-9	i	9
O=S(=O)(c1ccc2c(c1)C(O)c1ccccc1CC2)C(F)(F)F (centres undefined)	52*	nt	34*
Cc1cc2oc3ccc(NCCCn4ccnc4)cc3c(=O)c2cc1C	-26	i	26
COc1ccc(OC)c(Nc2nc(-c3cccs3)cs2)c1	-21	i	16
COC(=O)CCCC1=CC2=C(c3ccccc3)C(=O)C(C)(OC(=O)C3CCCC3)C(=O)C2=CN1Cc1ccc2c(c1)OCO2 (centres undefined)	-5	i	40
O=C(Nc1ccccc1)c1ccccc1OCc1cccc([N+](=O)[O-])c1	1	i	27
O=C(Nc1ccsc1C(=O)O)c1ccc(Cl)cc1	-4	i	-4
N#Cc1c(NC(=O)CCC(=O)O)sc2c1CCCC2	-3	i	17
CCCC(=O)NC(Nc1cc(C(F)(F)F)ccc1Cl)C(Cl)(Cl)Cl (centres undefined)	-4	i	32
CC1CN(C(=O)Cn2cnc3c2c(=O)n(C)c(=O)n3C)CC(C)O1 (centres undefined)	-13	i	15
CC(OC(=O)c1ccc(S(=O)(=O)N2CCOCC2)cc1)c1ccccc1 (centres undefined)	-9	i	18
CN(CC(=O)Nc1cccc(F)c1)C(=O)CN1C(=O)NC2(CCCCC2)C1=O	-5	i	11
O=C(CCCN1C(=O)/C(=C/c2ccco2)SC1=S)Nc1ccccc1	-2	i	28
Cc1ccc(S(=O)(=O)N2CCOCC2)cc1C(=O)Nc1c(C)n(C)n(-c2ccccc2)c1=O	-8	i	7
COc1ccc([N+](=O)[O-])cc1NC(=O)CC(C)c1ccccc1 (centres undefined)	-17	i	17
CCOc1ccc(NC(=O)CCC(=O)NNC(=O)NC2CCCCC2)cc1	-5	i	18
COc1ccc(N2C(=O)CCC(C(=O)N3CCC(C(N)=O)CC3)C2c2ccc(F)cc2)cc1 (centres undefined)	-20	i	12
Cc1nnc(SCC(=O)Nc2cccc(S(=O)(=O)N(C)c3ccccc3)c2)s1	16	i	53
COc1ccc(/C=C/C(=O)O/N=C(\N)c2ccccn2)cc1OC	6	nt	14
Cc1ccc2oc(C(=O)NCc3ccccc3)cc(=O)c2c1	-5	i	-6
C/C(=N\NC(=O)c1cc(-c2ccc(Cl)s2)[nH]n1)c1ccncc1	13	i	7
COc1ccc(NC(=O)N/C=C/c2ccccc2)cc1	-14	i	17
CCCCOc1ccc(CN(C)c2ncnc(N)n2)cc1	-14	i	8

The list continues:
compound	OX1R antag-1	CHT allo act	OX1R antag-2
C=CCn1c(SCc2nc3c(c(=O)[nH]c(=O)n3CCCC)n2CCC)nnc1-c1ccccc1	-25	i	15
COCCCn1c(C(=O)N2CC(C)OC(C)C2)cc2c(=O)n3cccc(C)c3nc21 (centres undefined)	-27	i	26
Cc1c(NS(C)(=O)=O)c(=O)n(-c2ccccc2)n1C	-14	i	25
CCN(CC)Cc1c(O)ccc2c(=O)c(-c3ccc4c(c3)OCCO4)coc12	-7	i	15
CCOC(=O)Cc1csc(NC(=O)c2ccc3c(c2)OCO3)n1	-17	i	21
CCNC(=O)NC(=O)COC(=O)CCc1nc(=O)c2ccccc2n1C	-6	i	12
O=C1C=C(c2ccc3c(c2)OCO3)C[C@@H](c2ccc(Cl)cc2)C1	1	nt	8
COc1ccccc1N1CCN(C(=O)c2cccc(Oc3ccccc3)c2)CC1	-23	i	7
Cc1[nH]c2ccc(-c3nnc(SCC(=O)N4CCCc5ccccc54)o3)cc2c1C	7	i	11
COc1ccc(C(=O)/C(=C\c2sccc2C)c2nc3ccccc3o2)cc1	-17	i	16
C=CC(=O)NC(NC(=O)C=C)c1ccccc1F	3	i	10
COc1cccc(NC(=O)c2ccnc(N3CCC(C(=O)NCc4ccccc4OC)CC3)c2)c1	-14	i	11
CCc1ccc(NC(=O)c2ccc(F)c(S(=O)(=O)NCC3COc4ccccc4O3)c2)cc1 (centres undefined)	36	i	56*
CCCCn1c(N)c(-c2nc3ccccc3s2)c2c([N+](=O)[O-])nn(C)c(=O)c21	-19	i	6
O=C(/C=C/c1cccc([N+](=O)[O-])c1)c1cccs1	-26	i	17
CC1(C)Cc2c(sc(NC(=O)C(=O)N3CCCC3)c2C(N)=O)CO1	-12	i	12
O=C(Nc1ccc(C(=O)N2CCCC2)cc1)c1cccc(C(F)(F)F)c1	-9	i	17
Cc1ccc(Cl)cc1NC(=O)COC(=O)CSc1ccccc1	-13	nt	7
Oc1ccccc1Nc1nc(NCc2ccco2)c2ccccc2n1	-14	i	26
C=CCNc1nc2ccccc2c(=O)[nH]1	-9	i	10
COc1ccc(N(CC(O)CN2CCCCC2)S(=O)(=O)c2ccc(C)cc2)cc1 (centres undefined)	-15	i	1
CC(C)(C)n1ncc2c(=O)n(CC(=O)N3CCc4ccccc43)cnc21	-7	i	16
Fc1ccccc1CSc1nc2ncc(Br)cc2[nH]1	-20	i	8
CC(Sc1nc(-c2ccc(F)cc2)cs1)C(=O)Nc1ccc(Cl)cn1 (centres undefined)	-12	i	36
CCC(C)c1ccc(NC(=S)N2CCN(S(C)(=O)=O)CC2)cc1 (centres undefined)	-15	i	24
CCOC(=O)c1c(CNc2ccncc2)n(C)c2cc(Br)c(O)cc12	5	11*	7
COc1ccc(CNC(=O)C[C@H]2C(=O)N(C3CCCCC3)C[C@@H]2Cc2ccccc2)cc1	-30	i	15
CCN1CCN(c2ccc(NC(=O)c3ccc(F)cc3)cc2Cl)CC1	-12	i	15
CCOC(=O)C1=C(C)NC2=C(C(=O)CCC2)C1c1cccs1 (centres undefined)	2	i	21
COc1ccc(N(CC(=O)NC(C)C)S(=O)(=O)c2ccc(NC(C)=O)cc2)cc1	-19	i	10
Cc1nc2sccn2c(=O)c1Cl	-11	i	15
COc1ccc(NS(=O)(=O)c2ccc(O)c(NS(=O)(=O)c3ccc(NC(C)=O)cc3)c2)cc1	-11	nt	6
COc1ccc(NC(=O)COc2cccc(-n3cnnn3)c2)cc1Cl	-4	i	16
CC(C)CN(CCC(=O)O)CC(C)C	-5	i	4
C/C(=N\NC(=O)C(=O)Nc1cccc(Cl)c1)c1ccncc1	-3	i	42
O=c1c(S(=O)(=O)c2ccc(Cl)cc2)cn(Cc2ccccc2)c2ccc(F)cc12	-28	i	4

Profiles, quoted from the list.
COc1ccc(CNC(=O)C[C@H]2C(=O)N(C3CCCCC3)C[C@@H]2Cc2ccccc2)cc1 is listed with OX1R antag-1 = -30; CHT allo act = i; OX1R antag-2 = 15
CCOC(=O)C1=C(C)NC2=C(C(=O)CCC2)C1c1cccs1 (centres undefined) is listed with OX1R antag-1 = 2; CHT allo act = i; OX1R antag-2 = 21
COc1ccc(NC(=O)COc2cccc(-n3cnnn3)c2)cc1Cl is listed with OX1R antag-1 = -4; CHT allo act = i; OX1R antag-2 = 16

Other entries follow:
compound	OX1R antag-1	CHT allo act	OX1R antag-2
CCNC(=O)CCSc1nc(C)cc(C)n1	-14	i	22
Clc1cccc(OCCN2CCN(CCOc3cccc(Cl)c3)CC2)c1	-12	i	11
Cc1ccc(NC(=O)c2cc(S(=O)(=O)NCCc3ccccc3)ccc2F)cc1Cl	6	i	32
COc1ccc(C)cc1S(=O)(=O)Nc1cccc(SC)c1	-22	i	7
CC(C)NC(=O)c1ccc2c(c1)N(CC(=O)Nc1ccccc1F)C(=O)C(C)(C)O2	-9	i	10
COc1cc(/C=N/n2cnnc2)ccc1OCc1ccc(C)cc1	2	i	9
COc1ccc(C(=O)NC2CCN(CC(=O)NCc3ccccc3)CC2)cc1	-20	i	19
S=C(NCc1ccco1)Nc1ccc(Cl)cc1Cl	-13	i	16
O=C(Nc1ccccn1)C(=O)Nc1ccccn1	-3	i	11
O=c1[nH]cc(-c2ccc(Br)cc2)n1Cc1ccccc1	-8	i	2
NC(=O)CN(N=Nc1cccc([N+](=O)[O-])c1)c1cccc([N+](=O)[O-])c1	-2	i	37
O=[N+]([O-])c1ccc(Cl)c(S(=O)(=O)Nc2ccc3cn[nH]c3c2)c1	-3	nt	15
CC(=O)Nc1ccc(NC(=O)C(C)OC(=O)c2oc3ccccc3c2C)cc1 (centres undefined)	-42	i	27
CCS(=O)(=O)NCC(c1cccnc1)N1CCN(c2ccc(F)cc2)CC1 (centres undefined)	6	i	16
S=c1[nH]ncn2c1cc1oc3ccccc3c12	-20	i	10
Cc1cc(C(=O)N2CCOCC2)n(-c2ccccc2)n1	-22	i	9
O=C(Nc1ccc2[nH]c(=O)[nH]c2c1)c1ccc([N+](=O)[O-])o1	-2	nt	43*
O=C(COc1ccc(Br)cc1)OCCN1CCCCC1	-2	i	13
C/C(=N\NC(=O)C(C)Nc1cccc(Cl)c1)c1ccc([N+](=O)[O-])cc1 (centres undefined)	-21	i	39
O=C(CSc1nnc(Cc2ccccc2)o1)N1CCCC1	-7	i	8
